Screening results as filed in PubChem.
ADAM10 inh: human ADAM10 inhibitors, primary screen, biochemical, QFRET, HTS. recombinant ADAM10, EDANS/DABCYL FRET peptide cleavage, 3 h. inhibition, % at 7 µM. AID 720582, 2013. Disintegrin and metalloproteinase domain-containing protein 10 (Homo sapiens), O14672. 0.62% of 370,000 active;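 active = inhibition above a per-campaign cutoff equal to the mean of compounds falling between control-based bounds plus 3 SD, cut at about 20% in these data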;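 also: 0% = DMSO wells while the 100% control is not disclosed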
DAX1 inh-1: DAX1 (NR0B1) inhibitors on StAR promoter, primary screen, cell-based, luminescence, SF-1 (NR5A1), full-length DAX-1; AID 652010, 2013; HEK293T StAR-luciferase reporter, SF-1/DAX-1 repression relief; inhibition, % at 6.8 µM; 1.1% of 370,000 active;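 active = inhibition above the mean over all tested compounds plus 3 SD, cut at about 3.6% in these data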;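 also: 0% = DAX-1 cells with DMSO and 100% = cells lacking DAX-1 with DMSO; higher inhibition means more luminescence from relief of DAX-1 repression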
hcDAF12 agonist: H. contortus DAF-12 nuclear receptor activators, primary screen, cell-based, luminescence, HEK293, lit1-tk-luc reporter; HEK293 hcDAF-12 lit1-tk-luc reporter; 0% DMSO, 100% Δ7-dafachronic acid; activation, % at 6.8 µM; 1.4% of 370,000 active;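 active = activation above the mean of all tested compounds plus 3 SD, cut at about 5.5% in these data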;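 also: 100% = response to 3 µM Δ7-dafachronic acid high control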
SMARCA2 activ: SMARCA2 (BRM) function activators, primary screen, cell-based, luminescence, high throughput | MG213 cells, MMTV-luciferase reporter, dexamethasone, overnight | activation, % at 9.1 µM | 1% of 370,000 active | AID 652017, 2013; in the data active = activation above about 7.8%;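 also: 0% = vehicle wells and 100% = reference activator wells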
GC-B act: human GC-B receptor activators, primary screen, HEK293 GC-B cells, cGMP TR-FRET, EC30 CNP; 0% at EC30 CNP, 100% saturating CNP; activation, % at 10 µM; 0.11% of 370,000 active;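 active = activation at 10 µM reaching about 35% in either raw or pattern-adjusted values, limit read from the data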
ssDAF-12 act: S. stercoralis DAF-12 nuclear receptor activators, primary screen, cell-based, luminescence, HEK293, GRIP1 co-expression, lit1-tk-luc | Nuclear hormone receptor DAF-12 (Strongyloides stercoralis) | activation, % at 6.8 µM | 1% of 370,000 active | AID 652126, 2013 | HEK293 ssDAF-12/GRIP1 lit1-tk-luc reporter; % of 3 µM dafachronic acid response;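 active = activation above the mean over all tested compounds plus 3 SD, cut at about 0.9% in these data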;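 also: 0% = DMSO-only wells and 100% = 3 µM delta7-dafachronic acid wells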
hgDAF-12 ag: H. glycines DAF-12 receptor agonists, primary screen, cell-based, luminescence, HEK293, GAL4 fusion, UAS-luciferase; Nuclear hormone receptor DAF-12 (Heterodera glycines), GAL4 fusion; HEK293 GAL4-hgDAF12 UAS-luciferase reporter, agonist luminescence; normalized to butyrate control; activation, % at 6.8 µM; 1.8% of 370,000 active; AID 687014, 2013;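 active = activation above a cutoff set at the mean of all screened compounds plus 3 SD, cut at about 10% in these data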;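 also: 0% = DMSO wells and 100% = sodium butyrate wells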
GC-A act: GC-A stimulated cGMP production enhancers – HEK293 GC-A cells, cGMP TR-FRET, EC30 ANP, primary screen; 0.14% of 370,000 active; AID 1671463, 2021; 0% at EC30 ANP, 100% saturating ANP; Atrial natriuretic peptide receptor 1 (Homo sapiens), P16066; activation, % at 10 µM; in the data active = activation above about 40%
Target sequence (P16066 whole entry, looked up): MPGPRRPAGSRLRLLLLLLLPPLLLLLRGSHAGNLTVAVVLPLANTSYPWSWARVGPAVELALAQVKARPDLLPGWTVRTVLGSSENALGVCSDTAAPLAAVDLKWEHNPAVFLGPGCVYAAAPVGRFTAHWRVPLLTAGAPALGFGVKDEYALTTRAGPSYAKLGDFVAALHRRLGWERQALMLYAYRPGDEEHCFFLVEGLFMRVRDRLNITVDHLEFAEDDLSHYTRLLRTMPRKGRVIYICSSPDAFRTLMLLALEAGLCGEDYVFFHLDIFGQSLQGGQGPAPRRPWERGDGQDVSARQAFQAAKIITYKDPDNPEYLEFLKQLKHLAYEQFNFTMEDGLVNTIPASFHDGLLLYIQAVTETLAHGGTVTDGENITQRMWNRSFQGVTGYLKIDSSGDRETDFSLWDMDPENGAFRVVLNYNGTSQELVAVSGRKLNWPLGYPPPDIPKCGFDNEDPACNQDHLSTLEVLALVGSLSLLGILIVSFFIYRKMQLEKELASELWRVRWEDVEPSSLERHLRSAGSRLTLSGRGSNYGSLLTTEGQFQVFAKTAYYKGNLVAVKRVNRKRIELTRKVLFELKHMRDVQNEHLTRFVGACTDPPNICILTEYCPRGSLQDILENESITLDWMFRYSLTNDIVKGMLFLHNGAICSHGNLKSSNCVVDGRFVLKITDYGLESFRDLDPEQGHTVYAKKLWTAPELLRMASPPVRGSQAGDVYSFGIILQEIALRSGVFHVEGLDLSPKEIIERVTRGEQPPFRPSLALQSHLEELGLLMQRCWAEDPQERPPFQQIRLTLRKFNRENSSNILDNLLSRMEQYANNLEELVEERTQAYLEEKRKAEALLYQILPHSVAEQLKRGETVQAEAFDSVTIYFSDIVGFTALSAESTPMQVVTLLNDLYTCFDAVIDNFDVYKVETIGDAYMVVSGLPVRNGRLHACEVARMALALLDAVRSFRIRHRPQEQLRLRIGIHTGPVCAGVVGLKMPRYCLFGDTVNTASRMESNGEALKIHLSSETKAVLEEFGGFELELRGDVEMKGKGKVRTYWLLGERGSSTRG
sPLA2-III inh: human group III sPLA2 inhibitors, primary screen, biochemical, QFRET, BODIPY PC-A2 liposome substrate. QFRET BODIPY PC-A2 liposome hydrolysis, fluorescence. inhibition, % at 12.2 µM. Group 3 secretory phospholipase A2 (Homo sapiens), Q9NZ20. 0.56% of 370,000 active;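 active = inhibition above mean plus 3 SD of compounds lying within the high and low control bounds, cut at about 19% in these data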;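 also: 0% = median of test compound wells and 100% = no enzyme DMSO wells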
DAX1 inh-2: DAX1 (NR0B1) inhibitors, primary screen, cell-based, HEK293, Gal4-DAX1, luciferase luminescence. HEK293 Gal4-DAX1 luciferase reporter. AID 504766, 2011. Nuclear receptor subfamily 0 group B member 1 (Homo sapiens), P51843. 0.99% of 340,000 active. inhibition, % at 6.75 µM;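 active = inhibition above the mean over all tested compounds plus 3 SD, cut at about 4.2% in these data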;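 also: 0% = DAX1-transfected cells with DMSO and 100% = empty-vector control cells with DMSO; inhibition shows as a rise in luminescence from relieved DAX1 repression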
GAA850 FXN act: FXN promoter activators, primary screen, cell-based, luciferase luminescence, HEK293 lucGAA850; 0.56% of 360,000 active; activation, % at 6 µM; HEK293 lucGAA850 FXN promoter luciferase reporter, 24 h; percent of 10 µM SAHA response;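 active = activation above the average of all compounds screened plus 3 SD, cutoff fixed separately per campaign, cut at about 7.5% in these data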;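 also: 0% = DMSO wells and 100% = 10 µM SAHA wells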
The depositor's hits bear a star; i = inactive; · = no result given.

SMILES	ADAM10 inh	DAX1 inh-1	hcDAF12 agonist	SMARCA2 activ	GC-B act	ssDAF-12 act	hgDAF-12 ag	GC-A act	sPLA2-III inh	DAX1 inh-2	GAA850 FXN act
Cc1nn(Cc2ccccc2)c2sc(C(=O)NCc3cccnc3)cc12	-4	-0.6	-3.8	-3	11	-1.1	-7.5	1	-7	-0.9	-0.1
CC(C)C(NC(=O)c1ccc(C(C)(C)C)cc1)C(=O)OCC(=O)NC(=O)Cc1ccccc1 (centres undefined)	13	0.2	-3.0	2	1	-1.1	1.5	1	-9	-0.1	1.3
COc1ccc(-c2ccc3c(c2)O/C(=C\c2ccsc2)C3=O)cn1	-10	-0.2	-0.3	3	-3	-0.9	1.0	-1	2	1.8	0.4
O=C(Nc1cc(S(=O)(=O)N2CCOCC2)ccc1N1CCCC1)c1cccnc1Cl	-1	0.0	-1.6	-1	-2	-1.3	-1.4	0	-6	-1.3	0.8
O=C1CC(NNC(=O)c2ccccc2)C(=O)N1 (centres undefined)	-2	-0.2	0.4	-4	5	-1.2	0.5	1	8	0.7	-1.4
Cc1ccsc1-c1cc2nc(Nc3ccc(F)cc3)n(C)c(=O)c2s1	-54	-1.0	-0.1	0	-5	-1.1	2.0	-7	-3	·	2.3
COc1ccc(CCNC(=O)C(=O)c2cn(CC(=O)N3CCOCC3)c3ccccc23)cc1	1	0.4	-1.1	0	-1	-1.5	-0.6	0	-5	0.1	0.1
C=CCNc1nc(C(=O)OCC(=O)c2cccc(Br)c2)cs1	-2	1.3	0.4	4	2	-1.3	4.0	-4	-16	-1.1	-0.1
CCOC(=O)C1(CC2CCCCO2)CCN(Cc2cn[nH]c2-c2cccc(F)c2)CC1 (centres undefined)	-11	0.1	-1.1	-4	-1	-1.6	-2.6	-4	0	-0.5	-0.2
Cc1cc(N2C(=O)C(O)=C(C(=O)c3cc4ccccc4o3)C2c2cccs2)no1 (centres undefined)	-4	-0.2	5.2	2	-6	0.0	1.6	2	-11	-1.0	-2.1
O=c1[nH]c(-c2ccc(Cl)cc2)nc(=S)[nH]1	-1	-0.1	-0.6	1	2	-1.9	1.7	5	0	1.4	-0.8
CCCCOC(=O)Nc1ccc2c(C)cc(=O)oc2c1	i	3.3	2.7	6	-6	0.1	9.8	-11	10	2.2	7.7*

Gathered by group, the compounds so far with a carbonyl joined to an NH by a bond outside any ring.
SMILES	ADAM10 inh	DAX1 inh-1	hcDAF12 agonist	SMARCA2 activ	GC-B act	ssDAF-12 act	hgDAF-12 ag	GC-A act	sPLA2-III inh	DAX1 inh-2	GAA850 FXN act
Cc1nn(Cc2ccccc2)c2sc(C(=O)NCc3cccnc3)cc12	-4	-0.6	-3.8	-3	11	-1.1	-7.5	1	-7	-0.9	-0.1
CC(C)C(NC(=O)c1ccc(C(C)(C)C)cc1)C(=O)OCC(=O)NC(=O)Cc1ccccc1 (centres undefined)	13	0.2	-3.0	2	1	-1.1	1.5	1	-9	-0.1	1.3
O=C(Nc1cc(S(=O)(=O)N2CCOCC2)ccc1N1CCCC1)c1cccnc1Cl	-1	0.0	-1.6	-1	-2	-1.3	-1.4	0	-6	-1.3	0.8
O=C1CC(NNC(=O)c2ccccc2)C(=O)N1 (centres undefined)	-2	-0.2	0.4	-4	5	-1.2	0.5	1	8	0.7	-1.4
COc1ccc(CCNC(=O)C(=O)c2cn(CC(=O)N3CCOCC3)c3ccccc23)cc1	1	0.4	-1.1	0	-1	-1.5	-0.6	0	-5	0.1	0.1
CCCCOC(=O)Nc1ccc2c(C)cc(=O)oc2c1	i	3.3	2.7	6	-6	0.1	9.8	-11	10	2.2	7.7*

(list continues)
SMILES	ADAM10 inh	DAX1 inh-1	hcDAF12 agonist	SMARCA2 activ	GC-B act	ssDAF-12 act	hgDAF-12 ag	GC-A act	sPLA2-III inh	DAX1 inh-2	GAA850 FXN act
O=C(CN1C(=O)NC2(CCCc3ccccc32)C1=O)NC1CCCCC1 (centres undefined)	-8	2.0	-1.2	-2	3	-1.4	3.9	1	5	-0.4	0.2
CCS(=O)(=O)N1CCCC(C(=O)NCCCOC)C1 (centres undefined)	-4	0.1	-0.5	0	9	-0.7	-0.5	4	-1	0.3	0.8
CCC(=O)c1ccc(OCC(=O)Nc2ccccc2C(=O)NC2CC2)cc1	-7	-0.4	0.2	5	5	-1.4	-0.7	-5	-1	0.2	1.8
Nc1c(/C=C2/C=CC(=O)C(O)=C2)c(=O)nc2sc(CC(=O)N3CCCCC3)nn12	-34	0.3	-1.1	3	1	0.1	2.1	-3	-29	-0.3	0.6
CCOc1cc(-c2c(C#N)c(=O)[nH]c3c2c(C)nn3-c2ccc(F)cc2)ccc1O	-30	0.1	-0.2	-2	-8	-0.8	-1.5	4	-14	-0.5	-0.7
Cc1onc(-c2c(Cl)cccc2Cl)c1C(=O)NCc1ccccn1	-11	-0.9	-1.2	-1	4	-1.9	-0.4	-4	4	-0.2	1.7
CC(=O)Nc1ccc(NC(=O)CSc2nnc(-c3cccs3)n2N)cc1	-8	0.0	-0.3	-2	7	-0.6	0.6	0	4	-1.2	-0.7
COc1ccccc1N=C1NC(=O)/C(=C/c2ccc(N(C)C)cc2)S1	9	-0.6	1.4	2	-2	-1.1	7.6	-8	-17	-2.4	-1.4
COCc1nnc(NC(=O)c2cccc(NC(=O)C(C)C)c2)s1	-1	0.4	1.2	0	4	-1.1	1.6	4	1	0.3	3.4
CC1=C(C(=O)OCC2CCCO2)C(c2ccc(C)cc2)C2=C(CC(C)(C)CC2=O)N1 (centres undefined)	-391	-0.1	-4.1	0	-5	-1.4	-6.2	-6	0	2.5	-0.4
O=C(O)C1C2C=CC(C2)C1C(=O)NCc1ccccc1F (centres undefined)	-1	0.3	-1.3	0	-2	-1.4	-1.2	0	3	0.1	0.2
CN(c1ccccc1)S(=O)(=O)c1ccc(Cl)c(C(=O)Nc2nn[nH]n2)c1	4	0.0	0.7	-2	3	-0.9	1.3	6	3	2.2	-0.7
C[C@@H]1Cn2cnc(C(=O)NCC(=O)OC(C)(C)C)c2C(=O)N1	-14	-0.3	-0.9	0	0	-0.6	1.0	0	7	-0.8	1.5
COc1ccc(S(=O)(=O)N(CC(=O)Nc2ccc3c(c2)OCO3)c2ccccc2OC)cc1	1	0.5	1.1	-1	-9	-1.4	2.1	-1	1	0.2	-2.7
CCCCc1ccc(NC(=S)NCc2cccnc2)cc1	0	-1.3	-3.2	-3	3	-2.1	-2.3	-5	6	-1.1	0.0
CCC(=O)c1ccc(N2CCCC2)c(F)c1	-12	0.2	-0.5	0	6	-1.0	5.2	5	-2	1.2	1.7
O=C(CNCc1cccs1)Nc1ccc(N2CCCCCC2)cc1	1	-0.1	0.4	1	-4	-1.0	3.4	-2	17	-1.3	1.1
COc1ccccc1NS(=O)(=O)c1cccc(NC(=O)Cc2cccs2)c1	11	-0.7	-1.4	1	6	0.3	-2.5	-1	-18	-1.3	0.2
CCOCCCn1cnc2c([nH]c3cc(OC)ccc32)c1=O	-11	0.4	0.5	-1	-2	-1.6	1.6	5	-4	-1.3	1.3
Cc1cccc(NC(=O)c2cc3n(n2)C(C(F)(F)F)CC(c2ccc4c(c2)OCO4)N3)c1 (centres undefined)	22*	-0.4	-2.2	-5	-4	-1.9	-0.8	0	-13	-1.1	1.1
C[C@H](CO)N1C[C@H](C)[C@H](CN(C)S(=O)(=O)c2ccc(-n3cccn3)cc2)OCc2cnnn2CCCC1=O	-3	0.0	-0.5	-1	3	-1.0	0.0	6	-1	1.3	0.4
COc1ccc(NC(=O)CSc2nnc(Cc3ccccc3)c(=O)n2N)cc1	-6	-2.1	-0.8	-2	-1	-0.9	-2.1	-1	-1	0.1	0.0
COCCn1c(C)cc(C(=O)CSc2nc3ccccc3c(=O)[nH]2)c1C	7	1.6	3.1	7	3	-0.2	7.0	1	-5	6.5*	3.8
COc1ccccc1C(c1nnnn1Cc1ccco1)N1CCN(c2cccc(C)c2C)CC1 (centres undefined)	-1	-0.2	-0.3	-2	3	-0.8	-1.2	-5	1	0.4	1.8
Cc1cc2nnc(SCC(=O)NCc3ccco3)n2c2ccccc12	-13	-2.8	-2.5	-3	-3	-1.3	-3.9	-4	13	-3.6	-3.7
Nc1nnc(N2CCCCCC2)s1	0	0.4	-0.9	0	-1	-1.7	0.2	4	2	-0.3	1.3
Cc1cc(C)c(NC(=O)c2cc(=O)c3ccccc3o2)c(C)c1	-13	0.0	-3.8	-4	-2	-1.6	-0.9	4	12	1.3	-1.8
C/C(CC(=O)Nc1ccc2c(c1)OCCO2)=N\NC(=O)COc1ccccc1	-1	0.3	-0.2	0	2	-0.7	-1.7	1	-8	-1.5	2.5
CCC(Oc1ccccc1)C(=O)OCC(=O)Nc1c(C)nn(-c2ccccc2)c1C (centres undefined)	-5	1.1	-1.2	-2	10	-1.0	0.7	0	-3	0.2	0.1
COc1cccc(NC(=O)NCCCSC2CCCCC2)c1	8	-0.6	-1.5	-3	-4	-1.6	0.5	0	-18	-0.1	1.2
Cc1nc2ccccn2c1CN(C)C(=O)C1CCC(=O)N(CCc2cccc(F)c2)C1 (centres undefined)	-50	-0.2	0.7	-3	11	-0.5	-2.0	6	7	1.2	0.2
COc1ccc(COc2cc(-c3cccc(OC)c3)nc3ccc(NC(=O)c4ccc(C)cc4)cc23)cc1	-21	-0.3	-1.2	1	26	-0.6	-3.7	24	0	-1.9	-3.8
O=C1NC2(CCCCC2)C(=O)N1Cc1cc(=O)n2ccsc2n1	-10	-0.5	0.7	0	3	-1.1	-0.1	0	1	0.7	0.8
COc1ccc(NC(=O)CCOc2ccc(C)cc2)c(OC)c1	3	0.5	-1.9	-2	-2	-1.0	1.0	0	-5	0.3	1.0
CC1CCCCN1C(=O)COC(=O)CNC(=O)c1ccc(Cl)cc1Cl (centres undefined)	-10	1.1	-0.4	0	2	-0.7	-1.5	0	4	1.7	1.2
